proCasp3 act – activates human procaspase-3; actives 0.11% (n = 330,000); recombinant procaspase-3 D3A, Ac-DEVD-pNA absorbance 405 nm; P42574; activation, % at 8.5 µM; AID 463141;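 active = activation above the mean of all tested compounds plus 3 SD, cut at about 21% in these data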;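 note: 0% = DMSO alone and 100% = DMSO wells spiked with extra 5 µM PC-3 D3A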
Target sequence (P42574 whole entry D9A/D28A/D175A): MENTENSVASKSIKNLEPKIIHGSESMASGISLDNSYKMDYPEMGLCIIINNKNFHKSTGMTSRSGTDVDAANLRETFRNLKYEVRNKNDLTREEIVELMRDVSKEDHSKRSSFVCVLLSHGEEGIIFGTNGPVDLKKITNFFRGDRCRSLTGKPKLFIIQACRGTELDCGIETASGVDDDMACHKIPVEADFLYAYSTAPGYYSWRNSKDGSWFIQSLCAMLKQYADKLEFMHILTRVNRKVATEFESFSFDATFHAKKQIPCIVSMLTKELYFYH
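Compound: 8.5 µM single point, 0.8% DMSO / Material: Autoprocessing-dead procaspase-3 D3A mutant enzyme / Timing: 1 h preincubation plus 2 h reaction at 25 °C / Medium: Zinc-free HEPES/NaCl buffer with 0.01% Triton X-100 at pH 7.4 / Technique: 405 nm absorbance of p-nitroaniline, reads at 0 and 120 min / Repeats: one well per compound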
TPT1 inh – C. albicans TPT1 enzyme inhibition; recombinant caTPT1, FP RNA substrate dephosphorylation; inhibition, % at 5 µM; actives 0.81% (n = 300,000);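 active = inhibition above the mean of all tested compounds plus 3 SD, set per screening campaign, cut at about 24% in these data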;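 note: plate controls were DMSO alone for no effect and ferristatin control at 100 nM for full effect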
procasp7 counter – counter-screen for procaspase-3 activators: activators of human procaspase-7. P55210. actives 0.093% (n = 330,000). recombinant procaspase-7, Ac-DEVD-pNA absorbance 405 nm; D23A/D198A/D206A triple mutant, cannot self-cleave; scale: DMSO 0, 5 µM enzyme 100. activation, % at 8.5 µM;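 active = percent activation above the screen-wide mean plus 3 SD, cut at about 25% in these data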
Target sequence (P55210 whole entry D23A/D198A/D206A): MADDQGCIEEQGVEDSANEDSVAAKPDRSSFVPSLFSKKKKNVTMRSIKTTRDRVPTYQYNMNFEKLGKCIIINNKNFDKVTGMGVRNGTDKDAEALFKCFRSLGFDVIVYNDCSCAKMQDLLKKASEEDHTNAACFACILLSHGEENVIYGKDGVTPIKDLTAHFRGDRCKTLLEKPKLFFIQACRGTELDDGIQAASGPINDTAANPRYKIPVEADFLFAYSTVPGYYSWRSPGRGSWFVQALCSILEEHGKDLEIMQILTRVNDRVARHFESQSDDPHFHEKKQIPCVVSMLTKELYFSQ
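Assay system: Uncleavable procaspase-7 mutant enzyme; Input: 2 µM procaspase-7 mutant as dispensed; Also added: DEVD-pNA substrate; Medium: Zinc-free HEPES pH 7.4 with 300 mM NaCl, 0.01% Triton X-100; Timing: 1 h compound preincubation, 2 h substrate cleavage, 25 °C; Measured by: Epi-absorbance of released pNA at 405 nm, two timepoints.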
PP1 inh – counter-screen for PP5 inhibitors: inhibitors of human PP1-alpha | P62136 | purified PP1alpha, OMFP fluorescence | inhibition, % at 6.7 µM | actives 0.9% (n = 320,000);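 active = inhibition above the mean inhibition of all tested compounds plus 3 SD, computed separately for each screening campaign, cut at about 15% in these data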
HCV core dimer – HCV core protein dimerization inhibition; actives 0.33% (n = 300,000); inhibition, % at 5 µM; TR-FRET GST/Flag-core106 dimerization, 1536-well; AID 1899;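 active = inhibition above the mean of all tested compounds plus 3 SD, set per screening campaign, cut at about 45% in these data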
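System: GST/Flag-tagged HCV core106 proteins. Incubation: compound-protein-antibody incubation 4 h at 22.5 °C. Technique: HTRF with 340 nm excitation, 617/671 nm emission. Medium: KF-containing HEPES buffer, pH 7.45, DTT, CHAPS, BSA. Read-out: inhibition (%) from 671 over 617 nm ratio. Also added: Eu(K)-anti-GST 90 ng/mL plus XL665-anti-Flag 1 µg/mL.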
PP5 primary – blocks human protein phosphatase 5 activity; purified PP5c, OMFP substrate fluorescence; actives 0.18% (n = 320,000); inhibition, % at 6.7 µM; P53041;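 active = inhibition above the campaign's mean inhibition across all tested compounds plus 3 SD, cut at about 9.5% in these data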;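 note: 0% = DMSO only and 100% = 100 µM cantharidin control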
Target sequence (P53041 whole entry, looked up): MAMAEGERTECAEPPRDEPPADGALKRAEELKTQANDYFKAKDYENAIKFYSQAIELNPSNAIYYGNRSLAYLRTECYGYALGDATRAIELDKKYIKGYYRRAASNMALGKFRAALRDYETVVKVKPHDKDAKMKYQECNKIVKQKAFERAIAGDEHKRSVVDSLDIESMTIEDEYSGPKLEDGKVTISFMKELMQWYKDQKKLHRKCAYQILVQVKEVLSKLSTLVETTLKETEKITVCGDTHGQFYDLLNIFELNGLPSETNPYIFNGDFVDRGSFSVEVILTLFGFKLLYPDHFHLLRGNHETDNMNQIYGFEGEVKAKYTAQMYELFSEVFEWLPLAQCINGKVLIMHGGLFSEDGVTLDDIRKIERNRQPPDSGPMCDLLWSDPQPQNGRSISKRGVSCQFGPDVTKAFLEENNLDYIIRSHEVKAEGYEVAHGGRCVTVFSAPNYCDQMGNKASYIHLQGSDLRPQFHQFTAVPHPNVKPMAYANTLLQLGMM
JMJD2C inh – blocks human GASC-1 demethylase activity | GST-JMJD2C(1-420) H3K9me3 demethylation, DELFIA europium | inhibition, % at 2.35 µM | actives 0.069% (n = 330,000) | AID 2099;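 active = more than half of a compound's replicate wells show inhibition beyond 50%, single wells judged on their own value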;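 note: signal counts dimethyl H3K9 product captured on neutravidin plate; 0% = median of DMSO wells and 100% = 0.3 times that DMSO median; strong numbers were not always called active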
Efflux pump mplx – blocks antifungal efflux pumps in multiplex yeast assay. S. cerevisiae Candida pump triplex, Nile Red efflux. inhibition, % at 10 µM. actives 0.44% (n = 330,000). AID 485275;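 active = plate passing quality check with inhibition over a set limit, or well fluorescence over plate mean plus 4 SD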;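 note: Nile Red retained in pooled yeast measured as flow cytometry median fluorescence; 0% = buffer negative control and 100% = Enniatin B positive control; higher means more Nile Red kept so more efflux inhibition; some compounds called inactive have numbers as strong as hits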
Fh CTSL1 inh – counter-screen for PFM18AAP inhibitors: inhibitors of F. hepatica cathepsin L1; actives 0.49% (n = 300,000); inhibition, % at 5.96 µM; AID 1906; recombinant F. hepatica cathepsin L1, Z-Leu-Arg-MCA fluorescence;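 active = inhibition above the mean of all tested compounds plus 3 SD, set per screening campaign, cut at about 17% in these data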;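 note: 0% = plate median of test compound wells and 100% = 1 µM Z-Phe-Ala-diazomethylketone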
Active calls of the source: *; nt = not tested or not shown.

SMILES	proCasp3 act	TPT1 inh	procasp7 counter	PP1 inh	HCV core dimer	PP5 primary	JMJD2C inh	Efflux pump mplx	Fh CTSL1 inh
COc1cc(CNCC(C)C)c(Br)cc1OCC(=O)NCc1ccccc1	-1	-1	-3	1	2	0.8	-8	0.1	-1
CCOc1ccc(/C=N/n2c(C)nnc2C)cc1OC	-7	-4	12	0	-3	0.4	1	-0.1	-2
Cc1cc(C)cc(-n2c(C)cc(/C=N\NC(=O)COc3cccc4cccnc34)c2C)c1	3	0	-7	5	17	1.3	-7	0.2	1
CCc1nc(SCC(=O)Nc2ccc([N+](=O)[O-])cc2)n[nH]1	-5	1	12	0	7	-0.8	-3	0.2	6
CC(=O)c1sc(NC(=O)c2ccc(C)cc2)nc1C	7	-9	4	6	1	3.0	47	-0.2	2
CC(C)(C)C1CCC(OC(=O)c2cncc(Br)c2)CC1 (stereo unspecified)	-4	1	5	-1	-7	2.5	4	0.0	2
O=C(CCc1nnc(CCc2ccccc2)o1)N1CCCCC1CCn1cccn1 (stereo unspecified)	4	-1	4	-2	-13	-3.9	-9	0.0	-1
Nc1ccc(C(=O)Nc2ccc(OC(F)(F)C(F)F)c(NC(=O)c3ccc(N)cc3)c2)cc1	-4	1	5	-3	13	0.7	16	-0.2	-1
Cc1cccc(N(CC(=O)NC2CCCC2)C(=O)CCC(=O)Nc2cc(C)on2)c1	-11	1	5	1	0	1.1	-1	0.0	0
COc1ccc(C(=O)Nc2cc(Cl)ccc2-n2cncn2)c(OC)c1OC	-4	nt	1	-1	nt	-0.2	5	0.1	nt
CCn1c(SCC(O)c2ccccc2)nnc1-c1ccccc1 (stereo unspecified)	-4	-2	-3	5	-6	-0.1	-6	0.1	-1
Cc1ccc(S(=O)(=O)N2CCN(C)CC2)c(C)c1N(C)S(=O)(=O)c1ccc(Cl)cc1	-6	0	-2	1	-6	2.0	-10	0.4	-4
COc1ccc(/C=N/n2cnc3c([nH]c4ccc(F)cc43)c2=O)cc1CN1CCCC1	6	-4	1	0	1	0.0	-4	0.0	5
Cc1noc(C)c1COc1ccccc1C(=O)Nc1cccc(S(=O)(=O)N(C)C)c1	11	-2	8	-2	-1	-2.5	-2	-0.2	-8
Cc1cccc(N(CC(=O)NC(C)C)C(=O)c2ccc(N3CCCC3)nc2)c1	-5	-2	-2	-4	0	0.2	-7	-0.1	-2
CCOc1ccc(/C=N/n2c(-c3ccccc3)n[nH]c2=S)cc1	-10	0	-21	-1	9	3.0	-12	0.0	4
Cc1cc(C)n2nc(C(=O)N/N=C/c3ccco3)nc2n1	-4	2	3	-3	0	-1.0	6	0.0	2
O=C(NCC1CCCO1)c1cc([N+](=O)[O-])ccc1Cl (stereo unspecified)	0	-7	-12	-1	-5	-1.6	-8	0.0	-3
CS(=O)(=O)N(CC(=O)N/N=C/c1ccc(OCC(=O)N2CCOCC2)cc1)c1ccccc1Cl	-1	1	8	-2	-7	0.2	1	-0.1	-1
COc1ccc(-c2csc(N3C(=O)C4C5c6ccccc6C(c6ccccc65)[C@@H]4C3=O)n2)cc1 (stereo partly specified)	1	0	-4	0	8	0.8	-2	-0.1	-3
Cc1cnc(NC(=O)CSc2nnc(-c3ccccc3)o2)s1	-3	3	4	-3	4	-0.9	-5	0.2	4
O=C(CN1C(=O)C2CC=CCC2C1=O)Nc1nc(-c2ccc(F)cc2)cs1 (stereo unspecified)	0	nt	14	4	nt	1.5	4	-0.2	nt
Clc1cccc(OCCCn2ccnc2)c1	4	-1	9	-2	0	4.5	-7	0.1	-1
CC1=Nc2ccccc2NC(=O)C1Sc1nnc(C)s1 (stereo unspecified)	3	-2	-2	-3	-6	1.1	-31	0.0	4
Cn1c(/C(C#N)=C(\O)c2ccc(S(=O)(=O)N3CCCCC3)cc2)nc2ccccc21	-3	0	15	4	6	0.4	39	0.1	6
CN1CCN(C(=O)c2cnn(-c3ccccc3)c2NC(=O)c2ccccc2F)CC1	-5	-4	0	-3	0	1.5	3	0.0	-6
O=C(c1ccco1)N1CCN(C(=O)c2ccc(-c3cccc(C(F)(F)F)c3)o2)CC1	4	0	7	0	3	-0.7	4	0.0	1
COc1ccc(C(=O)COC(=O)Cc2n[nH]c(=O)c3ccccc23)c(OC)c1	5	4	7	-1	3	-2.0	2	0.0	1
CC(=O)Nc1ccccc1C(=O)C(=O)Nc1ccc(F)cc1	-5	4	-1	4	1	1.3	1	0.0	0
Cn1c(-c2cccc(Br)c2)cnc1NCc1cccnc1	-13	0	-5	1	-8	0.9	-3	-0.2	4

Part of the list above in a different format.
SMILES | proCasp3 act | TPT1 inh | procasp7 counter | PP1 inh | HCV core dimer | PP5 primary | JMJD2C inh | Efflux pump mplx | Fh CTSL1 inh
CC1=Nc2ccccc2NC(=O)C1Sc1nnc(C)s1 (stereo unspecified) | 3 | -2 | -2 | -3 | -6 | 1.1 | -31 | 0.0 | 4
Cn1c(/C(C#N)=C(\O)c2ccc(S(=O)(=O)N3CCCCC3)cc2)nc2ccccc21 | -3 | 0 | 15 | 4 | 6 | 0.4 | 39 | 0.1 | 6
CN1CCN(C(=O)c2cnn(-c3ccccc3)c2NC(=O)c2ccccc2F)CC1 | -5 | -4 | 0 | -3 | 0 | 1.5 | 3 | 0.0 | -6
O=C(c1ccco1)N1CCN(C(=O)c2ccc(-c3cccc(C(F)(F)F)c3)o2)CC1 | 4 | 0 | 7 | 0 | 3 | -0.7 | 4 | 0.0 | 1
COc1ccc(C(=O)COC(=O)Cc2n[nH]c(=O)c3ccccc23)c(OC)c1 | 5 | 4 | 7 | -1 | 3 | -2.0 | 2 | 0.0 | 1
CC(=O)Nc1ccccc1C(=O)C(=O)Nc1ccc(F)cc1 | -5 | 4 | -1 | 4 | 1 | 1.3 | 1 | 0.0 | 0

Carrying on:
SMILES	proCasp3 act	TPT1 inh	procasp7 counter	PP1 inh	HCV core dimer	PP5 primary	JMJD2C inh	Efflux pump mplx	Fh CTSL1 inh
CCOC(=O)Cc1c(C)nc2c(-c3ccccc3)c[nH]n2c1=O	-9	-2	22	-1	-7	2.1	-2	-0.1	1
O=C(NCCc1c[nH]c2ccccc12)C(=O)NCC1OCCCN1S(=O)(=O)c1cccs1 (stereo unspecified)	2	-1	-8	2	5	2.7	4	0.0	2
CCc1nn2cc(C(=O)c3ccccc3O)cnc2c1-c1ccc(F)cc1	8	-3	0	-1	2	0.5	-5	-0.2	2
CS(=O)(=O)N1CCc2cc(-c3csc(NCC4CCCO4)n3)ccc21 (stereo unspecified)	-13	-1	-14	-7	9	2.0	-2	0.1	-2
CN(Cc1nc(-c2cccc(Cl)c2)no1)C1CCOCC1	11	2	5	-6	-5	-2.9	-3	0.0	6
Cc1nc2nc(C)c(NS(=O)(=O)c3ccc(C4CCCCC4)cc3)c(=O)n2[nH]1	2	2	9	1	1	3.2	2	0.1	0
S=C(Nc1ccccc1Cl)N1CCN(c2ccccn2)CC1	-9	2	1	2	0	2.7	-11	0.2	-6
O=C(CSCc1c(Cl)cccc1Cl)NCc1ccccn1	-8	0	-6	-6	1	-0.4	-7	0.1	-1
CCOC(=O)/C(C#N)=C/Nc1ccccc1NS(=O)(=O)c1ccc(C)c(C)c1	6	3	9	-8	5	0.3	-9	0.3	-6
CCOc1ccc(C2N(c3cc(C)on3)C(=O)C3CCCN32)cc1OC (stereo unspecified)	14	-5	-4	2	-6	1.4	3	-0.1	-4
CC(=O)N/N=C(\C)CC(=O)Nc1ccc2c(c1)OCCO2	9	1	14	-2	6	-1.0	-11	-0.1	-2
CC1(C)C=C(c2ccc(C(=O)O)s2)CC(C)(C)N1	-1	-6	7	-1	-5	-1.7	nt	-0.1	-3
CC(=O)c1ccc(Sc2nnc(C)s2)c([N+](=O)[O-])c1	10	0	4	1	0	0.4	3	0.1	0
CCP(=O)(CC)c1cccc(N)c1	5	-3	8	1	-4	0.8	1	0.0	0
CNC(=O)c1ccsc1NC(=O)C1CCN(S(=O)(=O)c2cccs2)CC1	-1	3	0	-4	0	1.3	0	0.1	0
Cc1ccc(NS(=O)(=O)c2ccc3c(c2)OCCCO3)cc1S(=O)(=O)N1CCOCC1	-2	nt	12	-8	nt	-1.3	7	0.0	nt
Brc1ccc(N=C(c2ccccc2)c2ccncc2)cc1	3	5	9	-4	-4	-2.2	-6	-0.3	0
CC1=NN(c2ccc(C(=O)O)cc2)C(=O)/C1=C/c1ccc(-c2ccccc2F)o1	7	-1	-3	1	9	1.4	-2	0.0	0
CCOC(=O)CSc1nnc(-c2ccco2)n1-c1ccc(C)cc1	4	4	4	3	1	0.1	3	0.0	-3
Cc1coc(C)c1C(=O)CC1(O)C(=O)Nc2cc(Cl)cc(Cl)c21 (stereo unspecified)	4	1	-1	-1	4	0.9	-6	0.2	3
CC1CCCCN1C(=O)c1ccc(C(=O)c2ccccc2)cc1 (stereo unspecified)	-2	nt	-2	nt	nt	nt	13	-0.1	nt
CCN(CC)S(=O)(=O)c1ccc(NN=C2CCN(C(C)C)CC2)c([N+](=O)[O-])c1	10	2	-5	3	-1	-0.9	-1	-0.2	2
C=CCc1cc(C)ccc1OCCCC(C(=O)OCC)C(=O)OCC	-2	5	-4	1	-2	-0.9	7	0.4	2
CCOC(=O)N1CCC(N(CCN(C)C)C(=S)Nc2ccccc2Cl)CC1	-9	1	1	-1	-1	1.6	6	0.0	-2
O=C1c2ccccc2OCOc2ccccc21	13	-1	15	-6	3	0.0	0	0.0	7
Cc1ccc(-c2noc(CCCC(=O)NC3CCCCC3)n2)cc1	0	0	-4	4	-3	0.3	27	0.0	-2
Cc1ccc(S(=O)(=O)N2CCC(=O)N(CCOCc3cccc(F)c3)CC2)cc1	0	-3	-8	-2	11	-0.1	1	nt	-2
Cc1ccc(C(=O)OCc2cc3ccccc3[nH]c2=O)cc1	2	1	-15	-2	0	0.9	6	0.1	0
Cc1ccc(CNC(=O)Cn2cnc3cc([N+](=O)[O-])ccc3c2=O)cc1	2	2	6	0	14	1.5	2	-0.2	-2
O=S1(=O)CCC(NC(=S)NC2CCS(=O)(=O)C2)C1 (stereo unspecified)	1	-2	-3	0	-10	0.4	2	-0.1	3
O=C1OCC(c2ccccc2)=C1c1ccc(S(=O)(=O)N2CCOCC2)s1	-3	9	-7	-1	9	-0.6	-3	-0.3	4
O=C(CC1C(=O)NCCN1Cc1ccoc1)NCCc1ccc(Cl)cc1 (stereo unspecified)	-7	0	9	-3	-2	-1.6	4	-0.2	-3
Cc1c(C(=O)N2CCN(c3ccccc3)CC2)sc2nc3n(c(=O)c12)CCC3	6	-4	4	0	-1	2.5	-6	0.2	-6
CCOc1cc(/C=C\[N+](=O)[O-])ccc1OCC(=O)N1CCOCC1	-8	0	-27	2	0	-2.2	-10	0.1	-2
